Bioassay records from PubChem.
SW480 rerep: induces DNA re-replication in SW480 colon adenocarcinoma cells; SW480 DNA re-replication, Hoechst DNA content imaging, 48 h; Potency, µM (top dose mostly 46.1 µM), inactives show top-dose re-replication activation, most hits filed as activators; 340,000 tested, 1.8% active; also: potency is read from the fitted curve at half-maximal effect; % of control where 0% means no effect; nearly all actives have a fitted effect of over 55% in size
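250 cells/well; 23 nL cpd via pin tool; 48 hr, 37 C, 5% CO2; Hoechst 40 min; imager read of total nuclear intensity, ex 405/em 500-530 nm.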
KB-3-1 cytotox: kills parental KB-3-1 adenocarcinoma cells. Potency, µM (highest dose often 46.1 µM), for inactives: at the highest dose activity change, negative = cytotoxic, most hits filed as cytotoxic. AID 1347075. 400,000 tested, 1.4% active. KB-3-1 viability, CellTiter-Glo ATP luminescence, 72 h; also: potency is read from the fitted curve at half-maximal effect; % is scaled to controls: 0 for no effect and ±100 for the full control effect; nearly all actives have a fitted effect of over 60% in size
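Parental KB-3-1 adenocarcinoma cells in phenol-red-free DMEM with 10% FBS were pin-treated with compounds at several concentrations, incubated 72 h at 37 °C, and viability read by CellTiter-Glo luminescence; concentration-effect curves were fitted after normalization.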
KB-V1 cytotox: KB-V1 MDR subline cytotoxicity. KB-V1 MDR cells viability, CellTiter-Glo, 72 h. Potency, µM (doses to about 46.1 µM), inactives show at the top dose activity change, negative = cytotoxicity, usual class: cytotoxic. 400,000 tested, 3.4% active; also: potency is read from the fitted curve at half-maximal effect; % is scaled to controls: 0 for no effect and ±100 for the full control effect; nearly all actives have a fitted effect of over 60% in size
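qHTS viability screen in drug-selected KB-V1 MDR cells: 72 h compound treatment at 37 degrees C, ATP luminescence end point.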
HT1080-NT tox: kills 2HG-producing HT-1080-NT fibrosarcoma cells; HT-1080-NT fibrosarcoma viability, CellTiter-Glo ATP luminescence, 48 h; Potency, µM (doses to about 46.1 µM), for the others: top-dose activity, negative = less viability, actives largely listed as cytotoxic; 360,000 tested, 1.6% active;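 also: NT is the 2HG producing partner of a matched IDH1 knockdown line; potency is read from the fitted curve at half-maximal effect; 0% = DMSO-treated cells and -100% = media-only wells without cells; nearly all actives have a fitted effect of over 55% in size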
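A 48-hour cytotoxicity screen used HT-1080-NT cells plated 2 hours before compound delivery. ATP-based CellTiter-Glo luminescence measured viability, normalized to DMSO and no-cell controls.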
MCF10A rerep: induces DNA re-replication in MCF 10a normal breast cells. MCF 10A DNA re-replication, Hoechst nuclear intensity, 48 h. Potency, µM (top dose mostly 46.1 µM), inactives show at the highest dose activity, positive = re-replication, hits mostly activators. 350,000 tested, 2.9% active. AID 624296; also: potency is read from the fitted curve at half-maximal effect; % of control where 0% means no effect; nearly all actives have a fitted effect of over 50% in size
HT1080 IDH1KD tx: HT-1080 IDH1 knockdown cell toxicity (counter line); HT-1080 IDH1 knockdown viability, ATP luminescence, 48 h; Potency, µM (titrated, usually from 46.1 µM), inactives show top-dose activity, negative = toxicity, hits mostly cytotoxic; 360,000 tested, 2% active;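 also: potency is read from the fitted curve at half-maximal effect; 0% = DMSO wells and -100% = cell-free medium wells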
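Luminescent ATP read-out (CellTiter-Glo, 10 min at room temperature) after 48 h compound exposure at 37 °C gave viability of IDH1-knockdown HT-1080 cells. Activity was normalised to DMSO and cell-free wells, then fitted as concentration-response curves.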
ATXN2 expr inh: inhibitors of ATXN2 expression; Potency, µM (doses to about 57 µM), for the others: top-dose activity change, negative = inhibition, most hits filed as inhibitors; HEK-293 ATXN2-luciferase reporter, luminescence, 24 h; 360,000 tested, 0.72% active; also: potency is read from the fitted curve at half-maximal effect; % is scaled to controls: 0 for no effect and ±100 for the full control effect; nearly all actives have a fitted effect of over 55% in size
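ATXN2-luciferase reporter cells (luciferase flanked by upstream and downstream ATXN2 gene portions) were treated 24 h at 37 °C with compounds at up to 57 uM. SteadyGlo luminescence gave expression; GF-AFC fluorescence gave viability.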
IL1B secr inh: blocks inflammasome-driven IL-1 beta release. AID 743279. 360,000 tested, 4.7% active. activity change, % at 57.5 µM. THP-1 LPS/ATP IL-1B secretion, AlphaLISA, 16 h; active compounds read low; in the data active = activity change below about -50%; inconclusive = mostly about -30% to -49%; also: % is scaled to controls: 0 for no effect and ±100 for the full control effect
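THP-1 cells pretreated 1 hr with compounds (up to 57.5 uM final), then stimulated with LPS (250 ng/mL final) plus ATP (1.25 mM final); secreted IL-1B measured by AlphaLISA after 16 hr, decreased signal indicating inhibition.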
WRN inhibitor: blocks human WRN helicase; Q14191; WRN helicase unwinding, fluorescent forked duplex, kinetic; Potency, µM (top dose mostly 114 µM), for inactives: at the highest dose activity change, negative = inhibition, usual class: inhibitors; 360,000 tested, 0.46% active; AID 651768; also: potency is read from the fitted curve at half-maximal effect; % is scaled to controls: 0 for no effect and ±100 for the full control effect; nearly all actives have a fitted effect of over 55% in size
Target sequence (Q14191 whole entry, looked up): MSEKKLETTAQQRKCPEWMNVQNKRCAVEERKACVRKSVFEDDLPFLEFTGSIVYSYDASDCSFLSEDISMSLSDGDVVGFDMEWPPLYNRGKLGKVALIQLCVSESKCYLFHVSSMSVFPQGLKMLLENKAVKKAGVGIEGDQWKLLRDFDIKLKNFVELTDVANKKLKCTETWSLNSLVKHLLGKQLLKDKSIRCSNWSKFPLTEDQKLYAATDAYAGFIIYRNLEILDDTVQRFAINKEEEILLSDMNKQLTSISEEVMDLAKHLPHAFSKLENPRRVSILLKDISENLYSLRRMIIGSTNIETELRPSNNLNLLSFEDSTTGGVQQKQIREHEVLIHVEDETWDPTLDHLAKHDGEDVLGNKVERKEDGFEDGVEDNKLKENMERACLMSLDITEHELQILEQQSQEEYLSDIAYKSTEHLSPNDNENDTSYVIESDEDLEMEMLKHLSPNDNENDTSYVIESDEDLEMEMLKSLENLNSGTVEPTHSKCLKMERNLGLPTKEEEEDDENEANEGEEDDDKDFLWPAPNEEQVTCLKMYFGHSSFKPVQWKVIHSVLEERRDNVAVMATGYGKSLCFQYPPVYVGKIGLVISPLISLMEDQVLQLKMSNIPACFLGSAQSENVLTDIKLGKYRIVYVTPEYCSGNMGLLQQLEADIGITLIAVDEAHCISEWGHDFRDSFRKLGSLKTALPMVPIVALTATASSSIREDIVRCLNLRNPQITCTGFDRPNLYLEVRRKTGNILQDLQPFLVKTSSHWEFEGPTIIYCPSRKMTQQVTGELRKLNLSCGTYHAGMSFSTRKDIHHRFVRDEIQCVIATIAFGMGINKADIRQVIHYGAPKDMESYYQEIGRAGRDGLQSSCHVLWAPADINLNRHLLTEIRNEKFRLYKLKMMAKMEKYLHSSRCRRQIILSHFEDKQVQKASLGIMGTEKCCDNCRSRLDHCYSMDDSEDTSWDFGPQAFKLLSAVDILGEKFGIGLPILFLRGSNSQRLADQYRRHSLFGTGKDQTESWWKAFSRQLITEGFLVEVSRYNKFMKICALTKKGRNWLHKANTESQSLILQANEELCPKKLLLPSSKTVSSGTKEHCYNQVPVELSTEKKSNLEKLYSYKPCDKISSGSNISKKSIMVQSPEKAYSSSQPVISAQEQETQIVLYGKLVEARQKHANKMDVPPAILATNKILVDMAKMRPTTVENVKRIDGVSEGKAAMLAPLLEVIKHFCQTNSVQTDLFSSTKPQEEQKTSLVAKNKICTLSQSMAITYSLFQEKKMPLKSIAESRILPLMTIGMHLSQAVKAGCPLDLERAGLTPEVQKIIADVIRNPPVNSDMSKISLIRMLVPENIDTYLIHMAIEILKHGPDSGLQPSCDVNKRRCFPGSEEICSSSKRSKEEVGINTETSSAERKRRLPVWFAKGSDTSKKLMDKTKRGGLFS
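Screening of the MLSMR collection measured strand separation of a quenched forked DNA duplex (100 nM) by 20 nM WRN with 2 mM ATP, all final. Compounds were preincubated with enzyme 15 min at room temperature.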
* hit, by the source's call; i = inactive; ? = inconclusive; . = no result given; & = joins results of further samples; [ ] = dose if it differs, or a comment. Unless noted, calls follow the shape of the dose curve; as a rule, active = well fitted curve in the direction sought with a large enough effect; inconclusive = small, poorly fitted or top-dose-only effect, or another doubt; inactive = no such curve, though single readings can be large; an effect the other way counts as inactive or inconclusive.

#1 CC1(C(=O)OCC(=O)Nc2ccc(S(=O)(=O)N3CCOCC3)cc2)CC1(Cl)Cl (configuration not stated)
#2 Cc1cc(C(=O)Nc2ccccc2C(F)(F)F)no1
#3 CCc1nc(Nc2ccc3c(c2)OCO3)c2oc3ccccc3c2n1
#4 O=C(OCC(=O)c1c[nH]c2ccccc12)c1ccc([N+](=O)[O-])s1
#5 CCOC(=O)C1=C(COC(=O)c2sccc2C)NC(=O)NC1C (configuration not stated)
#6 CCCCc1nc2c(C)c(N)cnc2n1Cc1cccc([N+](=O)[O-])c1
#7 O=C1CC(c2ccc(Cl)cc2)n2nc(N3C(=O)c4ccccc4C3=O)nc2N1 (configuration not stated)
#8 COc1ccc(CC(=O)N/N=C(\C)c2cccs2)cc1OC

Compound	1	2	3	4	5	6	7	8
SW480 rerep	1%	0%	8%	21µM*	-6%	5%	-3%	-3%
KB-3-1 cytotox	-8%	0%	-16%	-12%	-1%	2%	5%	13%
KB-V1 cytotox	-6%	?	?	?	-9%	5%	11%	16%
HT1080-NT tox	-4%	2%[9.24 µM]	-4%	-2%	-2%	-20%	6%	7%
MCF10A rerep	-2%	8%	?	-12%	3%	1%	2%	3%
HT1080 IDH1KD tx	-7%	0%	-3%	-13%	-9%	-15%	3%	2%
ATXN2 expr inh	1%	5%	-20%	-17%	.	-17%	4%	-1%
IL1B secr inh	-12	0	?	-8	-15	-6	-5	8
WRN inhibitor	-19%	0%	-16%	0%	10%	8%	-9%	7%

#9 Cc1cc(-c2nnc(CCC(=O)NCc3cccc(C(F)(F)F)c3)o2)no1
#10 NC(=O)C1CCN(C(=O)Cc2ccc(-c3ccccc3)cc2)CC1
#11 COc1ccccc1N(CC(O)COc1c(C)cc(C)cc1C)S(=O)(=O)c1ccccc1 (configuration not stated)
#12 CC(Cn1nnc2ccccc21)C(=O)O (configuration not stated)
#13 CCCn1c(C(C)Nc2nc(-c3cc(Cl)c(N)c(Cl)c3)cs2)nc2cc(Cl)c(N3CCCCC3)cc21 (configuration not stated)
#14 CC(=O)Oc1ccc(/C=C2/CCc3ccccc3C2=O)cc1
#15 Cn1cnc2ccc([N+](=O)[O-])cc2c1=O
#16 O=C1C(=Cc2ccccc2[N+](=O)[O-])Cc2ccccc21

Compound	9	10	11	12	13	14	15	16
SW480 rerep	-13%	4%	?	16%	-1%	-13%	-5%	.
KB-3-1 cytotox	1%	-6%	?	13%	0%	1%	2%	7%
KB-V1 cytotox	6%	-15%	8.2µM*	?	-17%	0%	?	?
HT1080-NT tox	0%	-2%	4%	4%	14%	-7%	-1%	?
MCF10A rerep	-2%	28%	?	?	-5%	?	9%	.
HT1080 IDH1KD tx	1%	-4%	-5%	10%	2%	1%	2%	?
ATXN2 expr inh	31%[activator]	-15%	-17%	3%	4%	-8%	.	.
IL1B secr inh	22	-1	-56*	15	7	-13	24	-103*
WRN inhibitor	16%	4%	-9%	-1%	1%	-7%	-1%	-11%

Printed as active in SW480 rerep (from the list above):
No.	Compound	SW480 rerep	IL1B secr inh	WRN inhibitor
4	O=C(OCC(=O)c1c[nH]c2ccccc12)c1ccc([N+](=O)[O-])s1	21µM*	-8	0%

Some of the entries so far, with each value named:
#15 Cn1cnc2ccc([N+](=O)[O-])cc2c1=O
  SW480 rerep: -5%
  KB-3-1 cytotox: 2%
  KB-V1 cytotox: ?
  HT1080-NT tox: -1%
  MCF10A rerep: 9%
  HT1080 IDH1KD tx: 2%
  ATXN2 expr inh: .
  IL1B secr inh: 24
  WRN inhibitor: -1%
#16 O=C1C(=Cc2ccccc2[N+](=O)[O-])Cc2ccccc21
  SW480 rerep: .
  KB-3-1 cytotox: 7%
  KB-V1 cytotox: ?
  HT1080-NT tox: ?
  MCF10A rerep: .
  HT1080 IDH1KD tx: ?
  ATXN2 expr inh: .
  IL1B secr inh: -103*
  WRN inhibitor: -11%

Following part:
#17 CCCSCCCNC(=O)Cn1cc2c(n1)CCC(C)C2 (configuration not stated)
#18 Cc1[nH]nc(-c2ccc(O)cc2O)c1Oc1ccccc1
#19 CC1(C)Cc2c(ccc3ccccc23)-c2nnc(-c3cccnc3)n21
#20 COc1ccc(CN(C)C(=O)[C@H]2O[C@@H](n3cnc4c(N)ncnc43)[C@H](O)[C@@H]2O)cc1OC
#21 CC(C)(C)C(=O)Nc1ncccc1C(O)c1cccc(C(F)(F)F)c1 (configuration not stated)
#22 O=C(COC(=O)C1CC(=O)N(c2ccccc2)C1)c1ccccc1 (configuration not stated)
#23 COC(=O)c1ccc(C(C(=O)NC2CCCCC2)N(C(=O)Cc2cccs2)C2CC2)cc1 (configuration not stated)
#24 CC1=NCCN1S(=O)(=O)c1cc([N+](=O)[O-])ccc1Cl

Compound	17	18	19	20	21	22	23	24
SW480 rerep	-3%	22%	-3%	.	13%	-13%	-25%	-9%
KB-3-1 cytotox	-8%	12%	10%	0%	-9%	2%	-2%	5%
KB-V1 cytotox	3%	?	19%	14%	2%	-8%	?	5%
HT1080-NT tox	6%	?	10%	14%	13%	-3%	4%	8%
MCF10A rerep	6%	-6%	1%	.	8%	0%	4%	3%
HT1080 IDH1KD tx	18%	?	12%	15%	0%	-2%	3%	-1%
ATXN2 expr inh	4%	-21%	6%	9%	-13%	-12%	.	-20%
IL1B secr inh	18	5	-16	2	15	16	21	0
WRN inhibitor	-1%	-21%	-3%	-9%	0%	1%	-6%	-10%

#25 COc1ccc(C2CC(=O)c3cnc(NC(=O)c4ccco4)nc3C2)cc1 (configuration not stated)
#26 O=C(NNc1c(F)c(F)cc(F)c1F)C1CCN(S(=O)(=O)c2ccccc2F)CC1
#27 CC1CCN(S(=O)(=O)c2ccc3c(c2)oc(=O)n3C)CC1
#28 COCCN1CCN(C(=O)c2cc(COc3cncc(Cl)c3)on2)CC1
#29 Cc1nc(C(Cl)(Cl)Cl)nc2[nH]ccc(=O)c12
#30 C/C(CC(=O)Nc1ccc(OCc2ccccc2)cc1)=N\NC(=O)C(=O)Nc1ccc(C)c(Cl)c1
#31 CCN(CC)c1ccc(NC(=O)COC(=O)/C=C/c2nc3ccccc3s2)cc1
#32 COc1cccc(NS(=O)(=O)c2ccc3[nH]cc(C(=O)N(C)Cc4ccco4)c(=O)c3c2)c1

Compound	25	26	27	28	29	30	31	32
SW480 rerep	-5%	3%	-19%	5%	-47%[inhibitor]	21%	-2%	-1%
KB-3-1 cytotox	?	6%	-2%	.	5%	?	3%	-16%&2%
KB-V1 cytotox	?	-24%	10%	.	11%	-9%	3%	0%&-4%
HT1080-NT tox	-3%	1%	9%	-4%	-14%	18µM*	18%	0%
MCF10A rerep	3%	-9%	-21%	5%	?	10µM*	4%	21%
HT1080 IDH1KD tx	2%	-1%	5%	1%	?	?	5%	?
ATXN2 expr inh	4%	11%	24%	-8%	-12%	?	10%	-20%&1%
IL1B secr inh	i	0	10	-9	133	6	0	-3
WRN inhibitor	-18%	-2%	5%	-19%	?	0%	-4%	-15%

#33 C=CCn1c(SCc2nc3cc(C(F)(F)F)ccc3c(=O)[nH]2)nc2sc(CC)cc2c1=O
#34 Cc1ccc(C(=O)N/C(=C\c2ccccc2)C(=O)NCCCn2ccnc2)cc1
#35 COc1ccccc1C(=O)NCCC(=O)NC1CCCCCC1
#36 CNC(=O)COC(=O)c1cc(=O)[nH]c2ccccc12
#37 CC(C)(C)c1ccc(S(=O)(=O)Nc2cccnc2)cc1
#38 COc1ccc(OC)c(NC(=O)C2CCCN2C(=O)OCc2ccccc2)c1 (configuration not stated)
#39 Cc1cc(=O)[nH]c(N/N=C/c2ccc(-c3ccc(F)cc3)o2)n1
#40 Clc1ccc(-n2nnnc2-c2cnc(-c3ccccn3)nc2-c2cccs2)cc1

Compound	33	34	35	36	37	38	39	40
SW480 rerep	0%	-5%	?	-4%	2%	0%	?	14%
KB-3-1 cytotox	20%	2%	19%	-1%	-16%	-3%	?	-25%
KB-V1 cytotox	?	?	-1%	1%	-4%	-18%	?	?
HT1080-NT tox	-1%	3%	3%	-3%	3%	0%	?	-29%
MCF10A rerep	6%	-15%	12%	-2%	-18%	0%	?	?
HT1080 IDH1KD tx	-7%	1%	4%	7%	-21%	0%	8.2µM*	-16%
ATXN2 expr inh	-3%	-1%	22%	2%	-24%	-16%	26%	-13%
IL1B secr inh	12	-8	-12	17	9	8	14	-22
WRN inhibitor	1%	4%	-1%	-7%	-1%	7%	-23%[11.6 µM]	-11%

#41 CCN(Cc1ccccc1)S(=O)(=O)c1c(C)[nH]c(C)c1C(=O)N1CCCCC1
#42 Cn1c(=O)c2c3c(sc2n2c(SCC(N)=O)nnc12)CC(C(C)(C)C)CC3 (configuration not stated)
#43 O=C1C=CCC(/C=C/c2ccccc2)O1 (configuration not stated)
#44 COc1ccc(S(=O)(=O)N(CCc2ccccc2)CC(=O)O)cc1

Compound	41	42	43	44
SW480 rerep	-5%	0%	16µM*	1%
KB-3-1 cytotox	-3%	19%	?	-5%
KB-V1 cytotox	-7%	13%	?	8%
HT1080-NT tox	2%	?	?	1%
MCF10A rerep	0%	18%	15µM*	-2%
HT1080 IDH1KD tx	10%	?	?	-1%
ATXN2 expr inh	6%	-11%	5µM*	7%
IL1B secr inh	-12	-1	-103*	-9
WRN inhibitor	3%	-8%	?	-8%
